# All columns: NCI-60 one-dose screen, growth in % after 48 h at 10 µM unless noted; 100 = growth as untreated, 0 = no growth, -100 = all killed.
# SNB-19 = SNB-19 CNS cancer cells; hit rate 2.5% among 81,000; AID 1794751
# SW-620 = SW-620 colon cancer | hit rate 5.2% among 82,000
# HCT-15 = HCT-15 colon cancer; hit rate 5.2% among 82,000; AID 1794746
# HCC-2998 = HCC-2998 colon cancer | hit rate 4.7% among 79,000 | AID 1794799
# KM12 = KM12 colon cancer cells. hit rate 5% among 82,000
# HCT-116 = HCT-116 colon cancer; hit rate 7.3% among 82,000; AID 1794798
# SNB-75 = SNB-75 CNS cancer; hit rate 5% among 79,000
# COLO 205 = COLO 205 colon cancer | AID 1794742 | hit rate 7.3% among 79,000
# HT29 = HT29 colon cancer. hit rate 7.4% among 81,000
# * = called active by the depositor; . = no result given; & = joins results of further samples; [ ] = another dose, or the depositor's remark. The calls were made as follows: active = growth percent below 10; inactive = the rest.
SMILES,SNB-19,SW-620,HCT-15,HCC-2998,KM12,HCT-116,SNB-75,COLO 205,HT29
CN1CCN(C(=O)Nc2ccc([N+](=O)[O-])cc2)CC1,.,139,103,117,111,92,85,114,102
CCOC(=O)c1nn(C2CCCCO2)c2ccc(NC(=O)CSc3nc4ccccc4c(=O)[nH]3)cc12 (centres undefined),76,105,100,115,102,101,69,126,125
Cn1c(=O)c2[nH]c(SCC(=O)Nc3ccc(C(=O)/C=C/c4ccccc4)cc3)nc2n(C)c1=O,89,94,99,91,88,12,91,114,106
Cc1ccccc1C(O)c1ccccc1 (centres undefined),108,101,101,91,94,105,95,109,101
CN1CCN(C(=S)SCCOc2cc(=O)oc3ccccc23)CC1,94,95,95,85,97,71,86,93,86
O=C(Nc1ccc(-c2nc(-c3cccc(O)c3)c(-c3ccnc(Br)c3)[nH]2)cc1)Oc1ccccc1,88,101,96,99,100,104,64,110,108
CC12CCC(O1)C1C(=O)OC(=O)C12 (centres undefined),.,107,98,106,113,99,101,152,109
COc1ccc2c(c1)sc1nc(-c3c[nH]c4ccccc34)c(Nc3ccccc3)n12,103,89,102,106,92,102,95,111,99
CCOC(=O)c1cnc2c(OC)ccc(OC)c2c1Cl,114,107,107,117,101,108,83,117,117
Cc1ccc2[nH]c(-c3ccc(S(C)(=O)=O)cc3)c(/C=N/NC(N)=S)c2c1,95,90,110,100,95,98,97,115,102
CN(C)CC1C2CCC(C2)C1O (centres undefined),103,114,105,103,111,103,101,111,115
OC1CCN(CCCOc2c3ccccc3nc3c2oc2ccc(Cl)cc23)CC1,22,2.4*,10,22,1.1*,16,21,-13*,1.3*
COc1ccccc1NC(=O)Nc1ccc(C(C)C)cc1,97,108,93,106,109,102,112,125,102
NC(N)=Nc1ccc(Oc2cccc(NC(N)=Nc3ccc(I)cc3F)c2)cn1,26,76,87,71,48,58,77,40,32
COc1ccc(-c2nc(-c3nc4ccc(F)cc4[nH]3)cc3c2[nH]c2ccccc23)cc1,62,48,36,31,23,25,61,44,33
CC/C(=C(\c1ccc(OCCN2CCCCCC2)cc1)c1ccc(OC(=O)c2ccccc2)cc1)c1ccc(OC)cc1,90,85,68,102,91,93,92,89,31
FCc1ncc(-c2ccc(C(F)(F)F)cc2)c(NC2CCCCCC2)n1,33[100 µM],4.1*[100 µM],9.2*[100 µM],13[100 µM],-60*[100 µM],-2.5*[100 µM],29[100 µM],-21*[100 µM],-34*[100 µM]
COc1cc2oc(-c3cccc(NC(=O)[C@@H](N)CC(C)C)c3)cc(=O)c2c(OC)c1OC,96,105,96,110,99,107,110,121,106
Cc1ccccc1OCc1ccc(Cl)cc1,102,130,98,107,108,119,102,113,88
C=CCn1c(SCC(=O)Nc2ccc(C(=O)/C=C/c3ccccc3)cc2)nnc1-c1c[nH]c2ccccc12,54,-28*,-57*,-69*,6.8*,-52*,82,60,-31*
ClCCCN1CCCCC1,111,116,104,100,118,102,122,112,120
Cc1ccc2c(c1)C(C)Cc1c(N(C)C)ncnc1N2C (centres undefined),44,21,21,58,26,19,14,32,4.7*
CCCCCCCCCCCCCc1nc(-c2cc(OC)c(OC)c(OC)c2)no1,96,97,108,106,102,97,76,108,102
CCCC(C(=O)O)N1C(=O)CSC1=S (centres undefined),104,103,102,105,106,109,103,113,105
Cc1nc2cc(NCc3cn(-c4ccc(F)c(Cl)c4)nn3)ccc2c(=O)n1-c1ccccc1,97,108,94,100,104,103,82,106,97
SMILES,SNB-19,SW-620,HCT-15,HCC-2998,KM12,HCT-116,SNB-75,COLO 205,HT29
O=C(O)CCC(C(=O)O)N1C(=O)CSC1=S (centres undefined),97,100,99,106,100,103,68,111,108
Cc1nn(-c2ccc(F)cc2)c2[nH]c(=S)n(-c3ccccc3)c(=O)c12,100,99,98,98,103,94,91,107,90
C[C@@H]1N=C(c2csc3ccccc23)Nc2nc3ccccn3c2C1=O,80,76,76,98,70,72,15,100,85
Nc1n[nH]c2cccc(C#Cc3cccc(C(=O)Nc4cccc(C(F)(F)F)c4)c3)c12,104,56,65,62,47,27,78,50,39
Clc1ccc(C2CC(c3ccc(Nc4ccnc5cc(Cl)ccc45)cc3)=NN2c2ccccc2)cc1 (centres undefined),91,83,82,90,86,68,111,93,66
CCCCCCCC1(C)NC(=O)NC1=O (centres undefined),.,100,113,140,113,103,84,120,114
COc1ccc(-c2nc(SCc3nc4ccccc4[nH]3)nc(Nc3ccc(C(=O)O)cc3)c2C#N)cc1,101,103,108,112,103,106,102,113,97
Cc1cc(-c2ccccc2)cc(SC#N)[n+]1[O-],41,38,25,62,38,36,79,.,51
CCC1CCCC(=O)C1 (centres undefined),103,95,110,103,96,95,94,117,99
COc1ccc(OC)c(/C=C2/C=C(c3ccc(Cc4ccccc4)cc3)N(CCc3ccc(S(N)(=O)=O)cc3)C2=O)c1,93,102,94,107,96,57,92,92,93
CCN(CC)CCCC(C)NCCCNc1cccc2cccnc12 (centres undefined),.,97,104,83,102,95,90,92,92
CCOC(=O)CCC1(C)OCC(COC)O1 (centres undefined),97,112,86,99,112,96,88,118,101
CCC(=O)N1C/C(=C/c2ccc(OC)cc2)C(=O)/C(=C/c2ccc(OC)cc2)C1,68,-50*,4.2*,-84*,.,-71*,53,27,-36*
Cc1ccc2oc3ccccc3c(=O)c2c1,92,106,95,82,104,110,89,120,89
Oc1ccccc1/C=N/Nc1nc2ccccc2s1,51,50,.,.,22,41,46,38,105
CC1(C)OC2OC(C3COC(=O)O3)C(O)C2O1 (centres undefined),107,98,100,93,94,97,92,101,105
CSc1nc(Cl)c2cc(-c3ccc(F)cc3)[nH]c2n1,92,93,99,114,99,87,76,118,94
COc1ccc(NC(=O)CSc2nnc(-c3cc(-c4ccccc4)nc4ccccc34)n2-c2ccccc2)cc1,94,101,95,107,98,93,79,116,106
Cc1nn(-c2ccccc2)c(N2CCCCC2)c1-c1nc2ccc(C(=O)NN)cc2[nH]1,101,102,100,106,100,102,88,105,94
CCCCOCCOCCOC(=O)c1ccccc1OCC,108,105,104,107,111,108,106,107,108
c1cc(-c2nnc(Nc3ccc4c(c3)OCO4)o2)[nH]n1,96,90,93,91,88,.,98,108,108
COc1ccccc1/C=C/c1nn2c(-c3cccnc3)nnc2s1,93,100,101,109,99,110,98,103,106
O=C(COc1cccc(N2C(=O)c3ccccc3C2=O)c1)c1ccc(F)cc1,113,104,112,99,97,108,99,122,109
CC(=O)NNC(=S)/N=C\c1c(O)c2ccccc2oc1=O,102,104,108,96,101,94,89,111,104
COc1ccc(S(=O)(=O)n2cc(C=O)c3ccccc32)cc1,90,86,64,103,100,67,86,112,110

# Gathered by group: those above containing an aryl thioether with sulfur outside any ring (6)
SMILES,SNB-19,SW-620,HCT-15,HCC-2998,KM12,HCT-116,SNB-75,COLO 205,HT29
CCOC(=O)c1nn(C2CCCCO2)c2ccc(NC(=O)CSc3nc4ccccc4c(=O)[nH]3)cc12 (centres undefined),76,105,100,115,102,101,69,126,125
Cn1c(=O)c2[nH]c(SCC(=O)Nc3ccc(C(=O)/C=C/c4ccccc4)cc3)nc2n(C)c1=O,89,94,99,91,88,12,91,114,106
C=CCn1c(SCC(=O)Nc2ccc(C(=O)/C=C/c3ccccc3)cc2)nnc1-c1c[nH]c2ccccc12,54,-28*,-57*,-69*,6.8*,-52*,82,60,-31*
COc1ccc(-c2nc(SCc3nc4ccccc4[nH]3)nc(Nc3ccc(C(=O)O)cc3)c2C#N)cc1,101,103,108,112,103,106,102,113,97
CSc1nc(Cl)c2cc(-c3ccc(F)cc3)[nH]c2n1,92,93,99,114,99,87,76,118,94
COc1ccc(NC(=O)CSc2nnc(-c3cc(-c4ccccc4)nc4ccccc34)n2-c2ccccc2)cc1,94,101,95,107,98,93,79,116,106

# (listing goes on)
SMILES,SNB-19,SW-620,HCT-15,HCC-2998,KM12,HCT-116,SNB-75,COLO 205,HT29
Nc1ccc(Cl)cn1,107,102,99,113,100,95,80,108,97
COC(=O)c1c2c(c(C)[n+]([O-])c1C)C(=O)C(NCCCCO)=CC2=O,96,96,83,108,78,85,116,.,84
O=C1Nc2cc(Cl)ccc2/C1=C/c1cccc(OCc2ccc(Br)cc2F)c1,29,19,5.1*,26,1.7*,1.6*,-0.4*,3.1*,5.1*
COCCCNC1=C(C#N)C(=O)NC(c2cccc([N+](=O)[O-])c2)S1 (centres undefined),107,103,100,92,103,105,89,105,.
Cc1nn(-c2c(F)c(F)c(F)c(F)c2F)c(C)c1N=Nc1ccc(Br)cc1,101,112,84,106,93,82,101,115,70
Cc1ccc(C(=O)CSC2=NCCN2)cc1Cl,95,107,101,84,90,93,78,120,78
CC(=O)OCCOC(=O)Nc1ccccc1,102,109,107,112,106,102,83,102,99
Cn1c(=O)[nH]c2ccccc2c1=O,94,.,101,112,102,103,91,114,98
COc1cccc(-c2nc3sccn3c2-c2ccnc(NCCN3CC(C)(C)NS3(=O)=O)n2)c1,119,129,100,120,110,95,91,57,54
CCN(c1cc(-c2ccc(CN3CCN(C(=O)CCCCCCCCCCC(=O)N[C@H](C(=O)N4C[C@H](O)C[C@@H]4C(=O)NCc4ccc(-c5scnc5C)cc4)C(C)(C)C)CC3)cc2)cc(C(=O)NCc2c(C)cc(C)[nH]c2=O)c1C)C1CCOCC1,79,83,78,83,72,51,80,70,66
C/C(Cc1ccc(Cl)cc1)=C(/c1ccc(Cl)cc1)c1ccc(OCCN2CCCCC2)cc1,96,77,77,88,94,65,71,91,70
COc1ccc(C(=O)Oc2ccc[nH]c2=O)cc1,91,111,94,84,100,103,61,97,96
COc1cccc(/C=C/c2c(C(C)=O)c(=O)[nH]c3ccccc23)c1,89,100,84,104,95,93,74,100,112
CCCCN1C(=O)c2cccc3c(OC)cc(/C=C/C(=O)OC)c(c23)C1=O,86,100,84,106,88,75,75,93,96
COc1c2ccoc2cc2oc(-c3ccc(Cl)cc3)cc(=O)c12,94,100,92,102,101,98,102,107,94
O=C(/C=C/c1sc(Cl)nc1Cl)c1ccc2c(c1)OCO2,91,94,57,106,97,69,85,108,86
Nc1nnc(-c2c[nH]c3ncccc23)c(-c2c[nH]c3ccc(F)cc23)n1,73,109,106,104,99,92,92,97,83
O=[N+]([O-])c1ccc(Nc2ccc(O)cc2)c([N+](=O)[O-])c1,101&98,107&100,91,103&99,105&107,96&99,74,108&111,102&109
CC(=O)c1ccc(C(C)(C)C)cc1,96,110,101,96,102,98,98,.,97
COc1ccc(-c2nc3c(nc(C)c4ccc(-c5ccccc5OC)nc43)o2)cc1,54,97,92,92,87,66,48,95,89
COC(=O)/C=C/C=C(c1ccccc1)c1ccccc1,80,36,34,73,17,36,78,43,52
CN1CCCN(Cc2ccc(C(=O)Nc3cccc(Nc4ccc5c(O)cccc5n4)c3)cc2C(F)(F)F)CC1,-81*,-93*,-56*,-85*,-11*,-67*,14,-64*,-55*
COc1cc(Cn2ncc3ccc(NC(=O)c4cc5ccccc5oc4=N)cc32)cc(OC)c1OC,71,43,27,85,32,27,91,55,16
CC1(C)[C@H](O)CC[C@]2(C)[C@@H]1CC[C@]13C=C(CO)[C@H](CC[C@H]12)C3,67,56,71,43,81,68,57,22,43
Cc1cccc(-n2c(C3=C(O)c4ccccc4C3=O)nnc2-c2ccccc2)c1,95,106,99,116,103,92,104,117,105

# In the list so far, 2 have a tert-butyl group.
SMILES,SNB-19,SW-620,HCT-15,HCC-2998,KM12,HCT-116,SNB-75,COLO 205,HT29
CCN(c1cc(-c2ccc(CN3CCN(C(=O)CCCCCCCCCCC(=O)N[C@H](C(=O)N4C[C@H](O)C[C@@H]4C(=O)NCc4ccc(-c5scnc5C)cc4)C(C)(C)C)CC3)cc2)cc(C(=O)NCc2c(C)cc(C)[nH]c2=O)c1C)C1CCOCC1,79,83,78,83,72,51,80,70,66
CC(=O)c1ccc(C(C)(C)C)cc1,96,110,101,96,102,98,98,.,97

# Later entries:
SMILES,SNB-19,SW-620,HCT-15,HCC-2998,KM12,HCT-116,SNB-75,COLO 205,HT29
CC(C)(C#N)c1cc(C(=O)Nc2cc(Nc3ncccc3-c3ncnc4nc[nH]c34)ccc2F)cc(C(F)(F)F)c1,71,37,54,42,44,15,37,12,21
Cc1cc(=O)n(C(=O)Nc2ccc(F)c(Cl)c2)c2cc(O)ccc12,103,95,108,101,100,88,94,95,101
CCCN1C(=O)/C(=C2\SC(=Nc3ccccc3)N(Nc3ccccc3)C2=O)c2ccccc21,95,101,91,124,102,84,90,105,104
CC1(O)CCC(C(C)(C)O)CC1 (centres undefined),108,112,101,106,113,111,86,123,104
COc1ccc(S(=O)(=O)N(C(C)=O)c2ccccc2/C=C/c2cc[n+]([O-])cc2)cc1,25,24,18,8.7*,14,5.1*,4.7*,-37*,1.5*
CC(C)c1ccc(C2OCC3(C)C(CCC4(C)C5CC(C6=CCOC6=O)OC5(C)CCC34)O2)cc1 (centres undefined),91,90,57,96,74,61,.,93,26
COc1ccc(N2C(=O)C(c3ccccc3)(c3ccccc3)C2c2ccccc2OC(=O)C(c2ccccc2)c2ccccc2)cc1 (centres undefined),96,102,104,111,103,78,108,98,79
Cc1ccc(-c2csc3nc(C)c(CCNc4ccc(S(=O)(=O)N=C(N)N)cc4)c(=O)n23)cc1,102,103,101,104,112,112,73,108,118
COc1ccc(-c2nnc(CN3C=NC4C(N5CCOCC5)=NC=NC43)o2)cc1 (centres undefined),98,103,104,110,103,104,.,113,111
CC1(C)Oc2cc3oc(=O)ccc3cc2C[C@@H]1OCCOS(=O)(=O)c1ccccc1,100,96,97,107,96,95,96,119,103
COc1ccc(-c2c(-c3cc(OC)c4c(c3)OCO4)noc2N)cc1,34,21,14,16,3.6*,6.0*,26,-89*,.
COc1ccc2cc(C(=O)c3ccccc3)c(=O)oc2c1,92,104,96,.,101,106,92,110,96
Cc1nnc2c3nnnn3c3ccccc3n12,99,103,94,101,110,96,92,105,97
O=c1[nH]c2cc(Cl)ccc2nc1/C(=N\O)C(O)c1ccc([N+](=O)[O-])cc1 (centres undefined),110,105,104,104,103,94,.,94,113
